PP1 counter = PP1-alpha (human) inhibition in PP5 counter-screen; AID 2235; P62136; hit rate 0.9% among 320,000; purified PP1alpha, OMFP fluorescence; inhibition, % at 6.7 µM;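 active means inhibition above the mean inhibition of all tested compounds plus 3 SD, computed separately for each screening campaign, cut at about 15% in these data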
Target sequence (P62136 whole entry, looked up): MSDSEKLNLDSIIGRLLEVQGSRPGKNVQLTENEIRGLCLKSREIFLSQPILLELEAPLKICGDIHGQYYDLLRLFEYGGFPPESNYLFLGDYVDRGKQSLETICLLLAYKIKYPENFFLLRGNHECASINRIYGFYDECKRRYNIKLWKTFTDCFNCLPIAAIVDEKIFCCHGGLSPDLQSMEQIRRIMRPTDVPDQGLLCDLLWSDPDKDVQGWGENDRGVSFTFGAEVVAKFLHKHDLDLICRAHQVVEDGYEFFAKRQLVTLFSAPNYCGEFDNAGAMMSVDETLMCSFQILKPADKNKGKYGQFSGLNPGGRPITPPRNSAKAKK
core dimer inh = HCV core protein dimerization inhibition. TR-FRET GST/Flag-core106 dimerization, 1536-well. inhibition, % at 5 µM. hit rate 0.33% among 300,000;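 active means inhibition above the mean of all tested compounds plus 3 SD, set per screening campaign, cut at about 45% in these data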
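test system = GST/Flag-tagged HCV core106 proteins | probe or stimulus = Eu donor and XL665 acceptor anti-tag antibodies | times = compound-protein-antibody incubation 4 h at 22.5 °C | signal = TR-FRET, excitation 340 nm, emission 617 and 671 nm | measure = percent inhibition of core106 dimerization signal | controls = wells lacking GST-core106 and wells with excess unlabelled core106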
ZTA counter = blocks Epstein-Barr virus ZTA, an EBNA-1 counter-screen; P03206; ZTA-DNA binding, fluorescence polarization; inhibition, % at 11 µM; hit rate 0.15% among 320,000; in the data active means inhibition above about 33%
Efflux pump inh = blocks antifungal efflux pumps in multiplex yeast assay; hit rate 0.44% among 330,000; S. cerevisiae Candida pump triplex, Nile Red efflux; inhibition, % at 10 µM;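 active means plate passing quality check with inhibition over a set limit, or well fluorescence over plate mean plus 4 SD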;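 further: Nile Red retained in pooled yeast measured as flow cytometry median fluorescence; 0% = buffer negative control and 100% = Enniatin B positive control; higher means more Nile Red kept so more efflux inhibition; some compounds called inactive have numbers as strong as hits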
Fh CTSL1 inh = blocks F. hepatica cathepsin L1 in PFM18AAP counter-screen; hit rate 0.49% among 300,000; recombinant F. hepatica cathepsin L1, Z-Leu-Arg-MCA fluorescence; inhibition, % at 5.96 µM; AID 1906;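 active means inhibition above the mean of all tested compounds plus 3 SD, set per screening campaign, cut at about 17% in these data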;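 further: 0% = plate median of test compound wells and 100% = 1 µM Z-Phe-Ala-diazomethylketone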
EBNA-1 inhibitor = blocks EBNA-1 binding to DNA; inhibition, % at 14.8 µM; EBNA-1 DNA binding, fluorescence polarization; AID 1950; hit rate 0.34% among 300,000; in the data active means inhibition above about 28%
TPT1 inhibitor = C. albicans TPT1 enzyme inhibition | recombinant caTPT1, FP RNA substrate dephosphorylation | inhibition, % at 5 µM | hit rate 0.81% among 300,000 | AID 1962;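 active means inhibition above the mean of all tested compounds plus 3 SD, set per screening campaign, cut at about 24% in these data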;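 further: plate controls were DMSO alone for no effect and ferristatin control at 100 nM for full effect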
PP5 inh = inhibitors of human protein phosphatase 5 (PP5); hit rate 0.18% among 320,000; purified PP5c, OMFP substrate fluorescence; inhibition, % at 6.7 µM; P53041;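 active means inhibition above the campaign's mean inhibition across all tested compounds plus 3 SD, cut at about 9.5% in these data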;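 further: 0% = DMSO only and 100% = 100 µM cantharidin control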
PREPL inhibitor = human PREPL enzyme inhibition; recombinant PREPL, fluorescence polarization activity-based probe; hit rate 0.68% among 320,000; inhibition, % at 5.96 µM; in the data active means inhibition above about 43%;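 further: 0% = enzyme with DMSO and 100% = wells lacking enzyme; many of its hits are not listed in these tables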
Target sequence (Q4J6C6 whole entry, looked up): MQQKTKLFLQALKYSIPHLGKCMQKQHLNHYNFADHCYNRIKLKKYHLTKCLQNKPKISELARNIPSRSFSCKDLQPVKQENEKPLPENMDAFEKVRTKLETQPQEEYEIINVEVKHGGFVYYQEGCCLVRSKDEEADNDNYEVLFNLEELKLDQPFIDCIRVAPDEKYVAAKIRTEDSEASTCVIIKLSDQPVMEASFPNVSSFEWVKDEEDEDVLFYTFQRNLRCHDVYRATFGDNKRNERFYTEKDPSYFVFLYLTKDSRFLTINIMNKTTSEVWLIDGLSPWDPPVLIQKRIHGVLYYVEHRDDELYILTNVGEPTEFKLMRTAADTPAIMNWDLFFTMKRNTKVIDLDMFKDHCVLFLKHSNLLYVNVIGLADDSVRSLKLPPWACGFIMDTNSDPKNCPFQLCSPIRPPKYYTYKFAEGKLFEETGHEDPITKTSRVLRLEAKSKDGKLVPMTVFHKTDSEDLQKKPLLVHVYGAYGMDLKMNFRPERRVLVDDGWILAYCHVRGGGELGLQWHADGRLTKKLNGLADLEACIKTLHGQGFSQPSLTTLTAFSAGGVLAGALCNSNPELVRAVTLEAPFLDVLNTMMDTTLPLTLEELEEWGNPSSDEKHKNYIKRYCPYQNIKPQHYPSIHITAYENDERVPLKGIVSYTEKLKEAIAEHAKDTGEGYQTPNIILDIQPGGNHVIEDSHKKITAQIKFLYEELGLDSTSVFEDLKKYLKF
An asterisk follows results filed as active; . = not tested or not shown. A portion of the library; count on the stated rates, not on these rows.

compound	Fh CTSL1 inh	PREPL inhibitor	core dimer inh	PP1 counter	TPT1 inhibitor	EBNA-1 inhibitor	ZTA counter	Efflux pump inh	PP5 inh
CCOc1ccccc1OCC(=O)OCC(=O)c1c(N)n(CC(C)C)c(=O)n(C)c1=O	.	-3	.	-4	.	.	-2	-0.2	1.8
Cc1oc2c(cc(NS(=O)(=O)c3cccs3)c3ccccc32)c1C(=O)OC(C)C	0	-12	39	9	-7	-6	7	0.1	6.1
CCc1noc(C)c1C(=O)N(C)CC(=O)Nc1cccc(OC)c1	.	13	.	-4	.	.	-2	-0.1	0.2
O=C(OCc1nnc(-c2ccccc2)o1)c1cc(Cl)ccc1[N+](=O)[O-]	-10	17	-2	-1	2	10	-8	-0.1	-3.2
COc1ccc(OC)c(/C=N/NC(=O)CSc2cc(C)nc3c(OC)cccc23)c1	-3	-8	8	10	-4	-6	5	0.1	0.4
Cc1ccc(/C=C2\SC(=S)N(CC(=O)Nc3cccnc3)C2=O)cc1	-4	8	-10	-1	-6	-10	-18	0.0	3.5
CCN1CCN(c2ccc(Cl)cc2NC(=O)c2ccco2)CC1	.	15	.	-2	.	.	-11	-0.1	1.7
CCNS(=O)(=O)c1ccc(OCCNS(C)(=O)=O)cc1	0	12	0	-3	-5	3	4	-0.1	0.3
CCOP(=O)(c1c(F)c(F)c(F)c(F)c1F)C1(O)CCCCC1 (stereo not given)	-2	2	3	5	-4	-15	10	0.1	-5.6
O=C(NCCc1ccccc1)C1CCC(Cn2c(=O)c3ccccc3n(Cc3cccc(F)c3)c2=O)CC1 (stereo not given)	-3	5	25	1	-3	-11	-5	-5.7	-0.4

5 compounds from above, sorted by their value in EBNA-1 inhibitor, lowest first.
Structure	EBNA-1 inhibitor
CCOP(=O)(c1c(F)c(F)c(F)c(F)c1F)C1(O)CCCCC1 (stereo not given)	-15
O=C(NCCc1ccccc1)C1CCC(Cn2c(=O)c3ccccc3n(Cc3cccc(F)c3)c2=O)CC1 (stereo not given)	-11
Cc1ccc(/C=C2\SC(=S)N(CC(=O)Nc3cccnc3)C2=O)cc1	-10
Cc1oc2c(cc(NS(=O)(=O)c3cccs3)c3ccccc32)c1C(=O)OC(C)C	-6
CCNS(=O)(=O)c1ccc(OCCNS(C)(=O)=O)cc1	3

(further entries)
compound	Fh CTSL1 inh	PREPL inhibitor	core dimer inh	PP1 counter	TPT1 inhibitor	EBNA-1 inhibitor	ZTA counter	Efflux pump inh	PP5 inh
COC(=O)c1[nH]c2cccc(OC)c2c1NC(=O)CN(C)CC1OCCO1	0	10	-9	-3	-3	-12	12	-0.1	-1.6
O=C(N/N=C/c1ccco1)c1ccccc1OCc1ccc(Br)cc1	2	-17	5	2	-2	9	9	0.0	1.4
Cc1nc2cccc(C)n2c(=O)c1Cl	2	0	-1	-4	0	4	6	0.0	0.5
O=C(Nc1ccc(CN2CCOCC2)cc1)c1cc2ccccc2o1	-1	2	-2	-3	1	7	14	-0.1	0.3
COc1ccc(/C=N/NC(=O)c2cccc([N+](=O)[O-])c2)cc1OC(=O)c1ccc(C)cc1	-1	14	22	2	-3	-6	3	-0.3	3.3
O=S(=O)(NC1CC1)c1ccc2c3c(cccc13)CC2	-2	-5	4	-3	-2	-4	-3	-0.1	-2.7
CN(Cc1nc(-c2ccc(Cl)cc2)no1)C(=O)c1ccco1	7	-2	8	-2	0	-2	-2	0.1	-0.5
Cc1c(CCC(=O)N2CCC[C@H]2C(=O)O)c(=O)oc2cc3oc4c(c3cc12)CCCC4	1	26	4	-6	0	-12	13	0.2	8.4
CCC(CC)c1nnc(NC(=O)CN2C(=O)C3C4C=CC(C4)C3C2=O)s1 (stereo not given)	4	-2	1	1	-1	-6	1	0.0	-0.4
O=C(Nc1ccc(N2CCCC2)c(Cl)c1)c1ccc2c(c1)OCCO2	0	6	34	14	20	5	15	0.1	2.0
O=C(CCNc1cccc(C(F)(F)F)c1)c1ccco1	4	17	-2	-3	0	3	-7	0.1	0.2
COCc1nnc(NC(=O)c2ccc(S(=O)(=O)N(C)Cc3ccccc3)cc2)o1	1	0	0	22*	-2	-2	11	0.1	4.1
O=C(NN=C1CCCC1)c1cccs1	3	-3	-4	-1	3	6	-1	0.2	2.0
CCC(C)NC(=O)CO/N=C/c1ccc(C(=O)OC)cc1 (stereo not given)	-4	-4	-1	0	1	1	6	0.0	-2.4
C=CCNC(=S)Nc1sc2c(c1C(=O)OCC)CCN(C(=O)OCC)C2	-5	5	10	-4	-2	-2	4	-0.2	0.5
Cc1cc(NC(=O)c2ccco2)ccc1-n1cnnn1	-3	6	6	0	1	6	9	0.0	-2.9
COc1ccc(-n2c(SCC(=O)NCC3CCCO3)nc3c([nH]c4ccccc43)c2=O)cc1 (stereo not given)	5	8	-6	-1	1	110*	8	0.6	-1.4
O=C(Nc1ccc(N2CCCCC2)cc1)c1ccc2c(c1)OCCO2	2	8	-7	2	0	-3	-12	0.3	3.1
CC(CC(=O)Nc1nc2ccccc2[nH]1)n1ccnc1 (stereo not given)	-2	-19	-1	-9	2	-5	2	0.1	-1.9
Cc1ccnc(N/C=C(/NC(=O)c2ccccc2)C(=O)N/N=C\c2ccc(Cl)cc2)n1	17*	2	2	-1	1	14	27	0.1	6.5
O=C(/C=C/c1cccc(C(F)(F)F)c1)Nc1cccc(C(F)(F)F)c1	1	-2	4	4	3	6	1	0.1	6.3
Cc1cccc(C)c1NC(=O)CSCC(=O)O	1	13	-2	-3	-2	-5	-2	0.1	2.5
COc1cc2[nH]c(=S)n(C3CC3)c(=O)c2cc1OC	1	-7	0	-2	0	12	2	0.0	0.7
COc1cc(C(=O)N2CCC(NC(=O)C(Cc3ccccc3)NC(C)=O)CC2)cc(OC)c1OC (stereo not given)	-2	13	-6	-3	0	-12	-12	0.0	1.3
CCOC(=O)NC(=O)c1cn(N(C)c2ncc(C(F)(F)F)cc2Cl)c(=O)[nH]c1=O	-2	5	2	5	-1	-7	3	0.1	2.1
COc1ccc(NC(=O)C2=CC(c3ccc(C)cc3)=NS(=O)(=O)N2C)cc1OC	3	10	-16	0	-1	-4	-1	0.1	0.1
Cc1cccc(N(C)c2ncnc3onc(-c4ccc(F)cc4)c23)c1C	-1	1	9	6	1	7	16	0.0	0.5
CC(=O)N1CCN(c2ccc(NC(=S)NC(=O)/C=C/c3ccccc3)cc2)CC1	-1	-5	5	5	-5	2	-7	-0.1	0.7
Cc1ccc2nc(NCC(=O)O)nc(-c3ccccc3)c2c1	3	5	-1	0	-4	5	3	-0.1	-1.1
Cc1cc(C(=O)N2CCN(CCc3ccccc3)CC2)no1	1	4	3	9	-1	0	6	-0.2	-0.9

Quoted from the listing (2 entries):
compound	Fh CTSL1 inh	PREPL inhibitor	core dimer inh	PP1 counter	TPT1 inhibitor	EBNA-1 inhibitor	ZTA counter	Efflux pump inh	PP5 inh
O=C(/C=C/c1cccc(C(F)(F)F)c1)Nc1cccc(C(F)(F)F)c1	1	-2	4	4	3	6	1	0.1	6.3
Cc1cccc(C)c1NC(=O)CSCC(=O)O	1	13	-2	-3	-2	-5	-2	0.1	2.5

Going on with the list:
compound	Fh CTSL1 inh	PREPL inhibitor	core dimer inh	PP1 counter	TPT1 inhibitor	EBNA-1 inhibitor	ZTA counter	Efflux pump inh	PP5 inh
Cc1ccc(NC(=O)CSc2ccc(-c3cccnc3)nn2)cc1Cl	-7	-32	10	2	0	7	6	-0.2	0.0
Cc1cc(C(=O)Nc2ccc(F)cc2)c2ccccc2n1	-1	8	2	-2	-1	6	12	0.0	-1.2
COc1ccc(CCNC(=O)COC(=O)c2ccc(N3CCCC3=O)cc2)cc1OC	8	22	0	-2	-2	-5	-15	0.0	-2.5
COc1ccc(Nc2ccccc2NC(=O)c2ccccc2Br)cc1	2	16	-11	2	3	-3	-27	-0.1	6.1
S=C(CN1CCCC1=S)NCCc1ccccc1	-3	2	-2	-3	-2	0	10	0.1	-1.2
CCOC(=O)c1cc(-c2ccccc2)sc1NC(=S)Nc1cccc(C)n1	-2	3	-4	-5	-2	3	1	-0.1	0.6
CCCOc1c(Br)cc(C(=O)NCC)cc1OC	-2	-10	-3	-2	-3	-5	-5	-0.1	1.4
CC1(C)CC(=O)C(C2=NC3(CCCCC3)Cc3ccccc32)=C(O)C1	0	8	0	-2	-3	13	13	0.1	0.5
Cc1nc2ccccc2n1CCc1nc2c3ccccc3nc(SCC(=O)NCc3ccco3)n2n1	-3	-53	11	1	-4	3	3	1.2*	1.7
CCOc1cc(/C=C2\N=C(C)OC2=O)cc(Br)c1OCCc1ccccc1	2	13	13	0	0	9	8	0.1	4.1

One compound at a time, from the list above. Order of screens: Fh CTSL1 inh	PREPL inhibitor	core dimer inh	PP1 counter	TPT1 inhibitor	EBNA-1 inhibitor	ZTA counter	Efflux pump inh	PP5 inh
COc1ccc(-n2c(SCC(=O)NCC3CCCO3)nc3c([nH]c4ccccc43)c2=O)cc1 (stereo not given) is listed with 5	8	-6	-1	1	110*	8	0.6	-1.4
CC(CC(=O)Nc1nc2ccccc2[nH]1)n1ccnc1 (stereo not given) is listed with -2	-19	-1	-9	2	-5	2	0.1	-1.9

(cont.)
compound	Fh CTSL1 inh	PREPL inhibitor	core dimer inh	PP1 counter	TPT1 inhibitor	EBNA-1 inhibitor	ZTA counter	Efflux pump inh	PP5 inh
Cc1[nH]c(=O)[nH]c(=O)c1S(=O)(=O)NCCOC12CC3CC(CC(C3)C1)C2	4	9	5	-3	2	4	-2	-0.2	1.2
Cc1ccc(NC(=O)N/C=C/c2ccco2)c(C)c1	1	1	6	1	23	9	4	-0.2	0.9
O=C(O)COc1ccccc1/C=N/NC(=O)CNC(=O)c1ccc(F)cc1	1	-5	-1	-2	-3	8	10	0.0	-0.2
CNC(=O)c1c(NC(=O)c2cccc(N3C(=O)CCC3=O)c2)sc2c1CCC2	-4	5	-3	-4	5	11	13	0.0	-3.4
C[C@H](NC(=O)OC(C)(C)C)C(=O)NCC1CCC(C(=O)O)CC1 (stereo not given in full)	-2	6	-3	0	2	5	3	0.2	4.7
COC(=O)CN(c1nc(C)c(Cl)c(OC)n1)S(=O)(=O)c1ccc(C)cc1	1	7	3	2	-1	6	2	0.0	2.9
NC(=O)C1CCN(c2nc3c(S(=O)(=O)c4ccccc4)nnn3c3ccccc23)CC1	2	5	1	-1	-1	-2	19	-0.1	-1.9
COC(=O)CN1C(=O)[C@H]2[C@@H](C3CC3)N3C(=O)CN(Cc4ccc(-c5ccccc5)cc4)C(=O)[C@@]3(Cc3ccccc3)[C@H]2C1=O	2	39	3	0	-2	4	0	-0.1	3.0
COc1ccc(S(=O)(=O)N(C)C)cc1NC(=O)CSc1ncccn1	-2	-3	3	3	-3	1	0	-0.1	-0.1
CC(C)CN(CC(C)C)C1=N/C(=C\c2ccco2)C(=O)N1c1ccccc1	-1	14	2	-2	10	-14	-18	0.1	2.5
COCCSc1nnc(NS(=O)(=O)c2ccccc2)s1	-1	-2	-3	-1	-9	0	0	0.6	-1.6
CC(Oc1ccc(Br)cc1)C(=O)O/N=C(\N)c1ccncc1 (stereo not given)	-6	11	-18	1	-1	10	-17	-0.1	4.8
C/C=C/c1ccccc1OCc1ccc(C(=O)O)o1	0	-8	1	1	-3	-5	-2	0.1	1.5
